# Bioassay records: PubChem, School of Medicine, Indiana University
# FECH block = inhibitors of human ferrochelatase | P22830 | purified FECH, Ni-mesoporphyrin absorbance 550 nm | calls only at 10 µM (by protocol) | actives 3.3% (n = 20,000);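 active = enzyme reaction rate more than 3 SD below the solvent-only control wells on the same plate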;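 also: lower slope than DMSO wells means FECH inhibition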
# Target sequence (P22830 whole entry, looked up): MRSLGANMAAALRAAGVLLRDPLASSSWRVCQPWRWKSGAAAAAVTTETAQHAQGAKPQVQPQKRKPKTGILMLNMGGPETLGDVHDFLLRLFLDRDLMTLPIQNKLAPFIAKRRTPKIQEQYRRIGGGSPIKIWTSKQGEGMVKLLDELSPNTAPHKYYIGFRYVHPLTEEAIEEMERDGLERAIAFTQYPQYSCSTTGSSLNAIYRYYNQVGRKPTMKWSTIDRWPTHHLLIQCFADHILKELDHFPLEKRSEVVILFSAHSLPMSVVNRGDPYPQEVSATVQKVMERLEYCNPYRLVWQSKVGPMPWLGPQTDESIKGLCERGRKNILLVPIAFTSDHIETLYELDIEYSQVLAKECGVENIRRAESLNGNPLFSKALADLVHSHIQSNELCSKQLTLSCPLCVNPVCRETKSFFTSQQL
# Calls only; i = inactive; + = active, no number. Not all compounds are listed; the hit share may differ from the screen's.
FECH block	SMILES
i	O=C(NCc1cccnc1)c1nc[nH]c1C(=O)N1CCC(O)(c2ccc(Cl)cc2)CC1
i	Cc1cc(NC(=O)c2ccccc2)n(-c2ncnc3c2cnn3-c2cccc(C)c2C)n1
i	O=C(C1CCC1)N1CCCN(Cc2cccc(Cn3cccn3)c2)CC1
i	c1ccc(-n2cccc2CN2CCc3[nH]cnc3C2c2cccnc2)nc1 (stereo unspecified)
i	CC(c1ccccc1)n1c(SCC(=O)O)nnc1C1CCOCC1 (stereo unspecified)
i	CCOCCCNC(=O)C1CCCN(c2ccc(-c3cccc(C)c3)nn2)C1 (stereo unspecified)
i	COCCN1CCCC(O)(CN2CCC(O)(Cn3ccnc3)CC2)C1=O (stereo unspecified)
i	Cc1cc(C)n(C(C)C(=O)NC2CCN(Cc3cccc(O)c3)CC2)n1 (stereo unspecified)
i	Cc1cccc(NC(=O)CC(=O)NCCN2CCCC(O)C2)c1C (stereo unspecified)
i	O=C(Nc1nc2n(n1)C(c1ccc(Cl)cc1)C=C(c1ccccc1)N2)c1ccco1 (stereo unspecified)
i	Cc1cc(C)n(CCNC(=O)c2cc(CC(C)C)[nH]n2)c(=O)n1
i	O=C(c1nc(N2CCCC2)c2oc3ccccc3c2n1)N1CCc2ccccc21
i	Cc1cc(C)c2[nH]c(=O)c(CN3CCOC4(CNCCOC4)C3)cc2c1 (stereo unspecified)
i	Cn1nc(C(=O)NCc2ccccc2)c2c1CCN(C(=O)c1ccc(F)cc1)C2
i	CCCC(C(=O)NCc1ccccn1)N1Cc2ccccc2C1=O (stereo unspecified)
i	Cn1nc(C(F)(F)F)c2cc(C(=O)N3CC[C@H](O)[C@@H](O)C3)sc21
i	COc1ncc(CN2CCC(c3[nH]ncc3-c3cccc(F)c3)CC2)cn1
i	O=C(C1CCCN(c2ncnc3c2nc2n3CCCCC2)C1)N1CCC(N2CCCCC2)CC1 (stereo unspecified)
i	O=C(c1cn[nH]n1)N1CCC(c2cc(Cc3ccccc3)[nH]n2)CC1
i	Cc1nn(-c2ccccc2)c2c1C(C(=O)NC1CCCC1)N(Cc1cccnc1)C(=O)CS2 (stereo unspecified)

# In a second layout: results already given
> COc1ncc(CN2CCC(c3[nH]ncc3-c3cccc(F)c3)CC2)cn1
  FECH block: i
> O=C(C1CCCN(c2ncnc3c2nc2n3CCCCC2)C1)N1CCC(N2CCCCC2)CC1 (stereo unspecified)
  FECH block: i
> O=C(c1cn[nH]n1)N1CCC(c2cc(Cc3ccccc3)[nH]n2)CC1
  FECH block: i
> Cc1nn(-c2ccccc2)c2c1C(C(=O)NC1CCCC1)N(Cc1cccnc1)C(=O)CS2 (stereo unspecified)
  FECH block: i

# Random excerpt: 7 records from the list, in no set order.
FECH block	SMILES
i	O=C(Nc1nc2n(n1)C(c1ccc(Cl)cc1)C=C(c1ccccc1)N2)c1ccco1 (stereo unspecified)
i	CCCC(C(=O)NCc1ccccn1)N1Cc2ccccc2C1=O (stereo unspecified)
i	Cc1cc(C)n(C(C)C(=O)NC2CCN(Cc3cccc(O)c3)CC2)n1 (stereo unspecified)
i	Cc1cc(C)n(CCNC(=O)c2cc(CC(C)C)[nH]n2)c(=O)n1
i	CCOCCCNC(=O)C1CCCN(c2ccc(-c3cccc(C)c3)nn2)C1 (stereo unspecified)
i	COCCN1CCCC(O)(CN2CCC(O)(Cn3ccnc3)CC2)C1=O (stereo unspecified)
i	c1ccc(-n2cccc2CN2CCc3[nH]cnc3C2c2cccnc2)nc1 (stereo unspecified)

# (list continues)
FECH block	SMILES
i	CC(C)c1cc(C(=O)N2CCNCC2C(=O)N2CCCC2)cs1 (stereo unspecified)
i	Cc1cccc(N2CCN(S(=O)(=O)c3cc(C(=O)N4CCCC4)cs3)CC2C)c1 (stereo unspecified)
i	Cc1nn(C)c(C)c1CN(C(=O)C1CC(=O)N(CC(C)C)C1)C1CC1 (stereo unspecified)
i	CCC(CC)NCCCN1CCCC(O)C1 (stereo unspecified)
i	CN(Cc1ccn[nH]1)C(=O)c1coc(COc2cccc(F)c2F)n1
i	CN1CC2(CCN(C(=O)c3ccc(OC(F)F)cc3)CC2)CC1C(=O)O (stereo unspecified)
i	O=C(CN1CCN(CC2CCCO2)CC1)NCCc1ccc(Cl)cc1 (stereo unspecified)
i	COC(=O)[C@H]1C[C@@H](O)CCN1C(=O)c1nn(C)c2ccc(C)cc12
i	Cc1cc2nc(COc3ccc(Cl)cc3NC(=O)C3CCCCC3)cc(=O)n2o1
i	O=S(=O)(NCCn1c(-c2ccccc2)nc2cccnc21)c1ccc(F)cc1
i	CN(C)CC1(O)CCCN(CCCOc2ccc(F)cc2)CC1 (stereo unspecified)
i	CCNC(=O)N1CCC(Cc2cccc(C(=O)O)c2)C1 (stereo unspecified)
i	Cc1ccc2cc(-c3noc(CCC(=O)Nc4nccs4)n3)c(=O)[nH]c2c1
i	Cn1ccc(NC(=O)CN2CCCC(CCc3ccc(F)cc3)C2)n1 (stereo unspecified)
i	O=S(=O)(NCCn1c(-c2ccccc2)nc2cccnc21)c1cccs1
i	O=C(CCc1cn2ccccc2n1)NCCc1nc2c(s1)CCC2
i	Cc1n[nH]c(C)c1Sc1ccccc1NC(=O)CCCn1cncn1
i	COc1cccc(CN(c2nc3nc(C)cc(C)n3n2)S(=O)(=O)c2ccc(Cl)cc2)c1
i	c1ccc(Cc2nc(CCOc3ccccc3)n[nH]2)cc1
i	C=CCn1c(=O)oc2ccc(C(=O)N3CCN(c4cccc(Cl)c4)CC3)cc21

FECH block	SMILES
i	CCc1cnc(C)nc1N1CCC(O)(Cn2ccnc2)CC1
+	Cc1cc2nc(CSc3nnc4c(n3)[nH]c3ccccc34)cc(=O)n2o1
i	CC(C)n1c(CNS(=O)(=O)c2ccccc2F)nc2cccnc21
i	Cc1ccc2c(=O)cc(C(=O)NCc3cccnc3-n3ccnc3)oc2c1
i	CN(Cc1csc(-c2ccccc2)n1)Cc1ncccc1C(=O)O
i	OCc1ccnc(-c2cc(NCc3cccnc3)nc3[nH]ccc23)c1
i	Cc1ccc(NC(=O)CNC(c2cccnc2)c2ccc(C)c(C)c2)c(C)c1 (stereo unspecified)
i	Cc1ccc(N2CC(C(=O)N3CCN(c4ccc(-c5noc(C)n5)cc4)CC3)CC2=O)cc1 (stereo unspecified)
i	CCS(=O)(=O)N1CCC(n2c(-c3ccccc3)nc3cccnc32)CC1
i	Cc1nc(CCN)cc(NCC(O)c2ccccc2)n1 (stereo unspecified)
i	COc1cc(OC)cc(C(=O)Nc2ccc(Nc3nc(C)cc(N(C)C)n3)cc2)c1
i	CN(C)c1nc2ncnc(SCC(=O)Nc3ccccc3Cl)c2s1
i	O=C1NCC2(CCCN(C(=O)c3cnn4ccccc34)CC2)O1 (stereo unspecified)
i	Cc1cc(C)n(-c2cc(NCc3ccccc3)ncn2)n1
i	COC(=O)[C@H]1C[C@@H](O)CCN1C(=O)c1cc(C)c(-c2ccccc2)s1
i	CC(NS(=O)(=O)c1ccc(N2C(=O)CCS2(=O)=O)cc1)c1ccccc1 (stereo unspecified)
i	CN(Cc1ccc2ncccc2c1)C(=O)[C@@H]1C[C@H](N)CN1C
i	O=C(NCCN1CCCCCC1)c1cccn1-c1nnc(N2CCCCC2)s1
i	Cc1ccccc1NC(=O)c1ccc(=O)n(Cc2cccc(F)c2)c1
i	c1ccc2c(-n3cnnc3C3CCC3)cccc2c1

FECH block	SMILES
i	CCN(Cc1cc(Cl)ccc1OC)C(=O)c1cccnc1NC
i	Cc1nn(C)c(C)c1CNC(=O)CN1C(=O)C2CCCCN2c2ccc(S(=O)(=O)N(C)C)cc21 (stereo unspecified)
i	CC(=O)Nc1c2n(c3ccccc13)CC(C)(C(=O)NC1CCCC1)N(CCC(C)C)C2=O (stereo unspecified)
i	CN1CCC(Cn2cnc(-c3ccccc3)c2-c2cn[nH]c2-c2ccccc2)C1 (stereo unspecified)
i	Cc1nccn1C(C)C(=O)NCc1cccnc1Oc1ccc(F)c(F)c1 (stereo unspecified)
i	CCc1cc(N2CCN(Cc3ncnn3CC)CC2)nc(N2CCCC2)n1
i	COCC(=O)N1C[C@H]2CNC[C@@]2(C(=O)N2CCC(Cn3cccn3)CC2)C1
i	Cc1nccn1CC1CCCN(Cc2nc(C)n3ccccc23)C1 (stereo unspecified)
i	Cc1cccc(OC(C)(C)C(=O)N2CCCC(c3ccn[nH]3)C2)c1C (stereo unspecified)
i	Cc1ccc(-c2nnc(-c3nc(NCCc4c(C)noc4C)c4ccccc4n3)o2)cc1
i	CC(=O)c1[nH]c(C)c(C(=O)N2CCc3nc(C)n(C)c(=O)c3CC2)c1C
i	O=C(NCCC1=CCCCC1)c1nc(N2CCCC2)c2oc3ccccc3c2n1
i	Cc1cnc(NCC(c2ccccn2)N(C)C)nc1N(C)C (stereo unspecified)
i	COc1ccc(N2CCCS2(=O)=O)cc1NC(=O)c1cccc(OC)c1OC
i	CC1CCN(c2nc(Nc3ccc(Cl)cc3)c3cnn(-c4ccccc4)c3n2)CC1
i	CCN(CC)S(=O)(=O)c1cc(C(=O)N2CCCC2)cs1
i	NC1(C(=O)O)CCN(Cc2ccc3c(c2)OCCO3)C1 (stereo unspecified)
i	Cc1ccc(-c2nn(C(C)C(=O)Nc3cccc(C)c3C)c(=O)c3c2CCCC3)cc1S(N)(=O)=O (stereo unspecified)
i	c1cc(-c2cc(C3CCN(Cc4ccc(-n5cncn5)cc4)C3)ccn2)ccn1 (stereo unspecified)
i	COC(=O)c1c(NC(=O)c2cccc(C(F)(F)F)c2)sc2c1CCN(C)C2

# With a hit mark in FECH block, among the entries above:
FECH block	SMILES
+	Cc1cc2nc(CSc3nnc4c(n3)[nH]c3ccccc34)cc(=O)n2o1

# (more compounds)
FECH block	SMILES
i	CCCN1CC(NC(=O)CCc2ccccc2C)CC1=O (stereo unspecified)
i	CCOc1ccc(NC(=O)Nc2c(C)nc3nc(C4CC4)[nH]n3c2=O)cc1
i	CCc1cc(Sc2ccccc2NC(=O)Cc2cccc(F)c2)n2ncnc2n1
i	CC(=O)c1cccc(NC(=O)CN2C(=O)CN(C)C(=O)c3ccccc32)c1
i	COc1ccc(N2C(=O)CCS2(=O)=O)cc1S(=O)(=O)Nc1ncccn1
i	CS(=O)(=O)N1CCC(n2c(-c3ccccc3)nc3cccnc32)CC1
i	CC(=O)N1CCCc2cc(S(=O)(=O)N(Cc3ccco3)C3CCN(C)CC3)ccc21
i	Cc1ccc(C(=O)Nc2ccc(NC(=O)C3CCNC3)cc2)o1 (stereo unspecified)
i	O=C1NC(Cc2ccc(F)cc2)(C2CCNCC2)C(=O)N1CCc1cccs1 (stereo unspecified)
i	Cc1ccc(-c2ccc(N3CCC(C(=O)NCC(C)C)CC3)nn2)cc1
+	COc1cccc(-c2cc(N3CCN(S(=O)(=O)c4ccccc4)CC3)ncn2)c1
i	O=C(c1cn[nH]n1)N1CCC(c2c(-c3ccccc3)[nH]c3ccccc23)CC1
i	Cn1ccnc1-c1c(-c2ccccc2)ncn1[C@@H]1C[C@@H]2CC[C@H]1C2
i	Cc1ccc(-c2cc(C(=O)NCc3ccc(S(N)(=O)=O)cc3)no2)cc1
i	CN(Cc1ccsc1)C(=O)c1cccc2c(=O)c3ccccc3[nH]c12
i	COc1ccccc1CNc1nc(Nc2cccc(C)c2)c2cnn(-c3ccccc3)c2n1
i	CC(=O)c1cn(CC(=O)Nc2cnc3n2CCCC3)c2ccccc12
i	Cc1ccc(CC(=O)NCCn2c(C(F)(F)F)nc3cccnc32)cc1
i	CCC1CN(Cc2nc(C)n3ccccc23)CCN1C(C)C (stereo unspecified)
i	Cc1cnc(CNC(=O)c2cccc(NCc3ccccn3)c2C)cn1

# The closing 2 entries of the part before come first, to join the parts.
FECH block	SMILES
i	CCC1CN(Cc2nc(C)n3ccccc23)CCN1C(C)C (stereo unspecified)
i	Cc1cnc(CNC(=O)c2cccc(NCc3ccccn3)c2C)cn1
i	O=C(c1nc2sccn2c1CN1CC(O)C1)N1CCCCC1
i	c1ccc(CNc2ncc(CN3CCCN4CCC[C@H]4C3)cn2)cc1
+	CCc1ccc(S(=O)(=O)Nc2ccc(Sc3c(CC)c(C)nc4ncnn34)cc2)cc1
i	c1ccc(Cc2nc(C3CCCN(Cc4ccco4)C3)n[nH]2)cc1 (stereo unspecified)
i	CCc1c(C)nc2ncnn2c1Sc1ccccc1NC(=O)c1ccc(Br)o1
i	COC(=O)c1cc2ccsc2n1C(C)C(=O)Nc1ccc(F)cc1 (stereo unspecified)
i	COc1ccc(OC)c(Nc2cc(-c3ccc(C)cc3)nc(C)n2)c1
i	CCc1ccc(CN2CCN(c3nc4ccccc4n3CCO)CC2)nc1
i	Cc1ccc(-c2noc(C3CCN(C(=O)C(NC(=O)c4ccco4)C(C)C)CC3)n2)cc1 (stereo unspecified)
i	COc1ccc(Nc2cc(C)nc(N3CCN(S(C)(=O)=O)CC3)n2)cc1
i	CCN(CC)c1nc(Nc2cccc(Cl)c2)c2cnn(-c3ccccc3)c2n1
i	Cc1nc2nc(-c3ccccc3)nn2c(Sc2ccccc2NC(=O)Nc2ccc(F)cc2)c1C
i	CCc1ncc2c(n1)CN(C(=O)Cc1ccccc1OCc1ccccc1)C2
i	COCC(=O)Nc1cccc(-c2ccc(F)c(CO)c2)c1
i	Cc1ccccc1N1CCN(Cc2ccc(C#CCO)s2)C(C)C1 (stereo unspecified)
i	CCc1nc([C@H]2CN(C)C[C@@H]2C(=O)NCc2ccccc2OC)c(C)[nH]1
i	CC(=O)Nc1ccc(C)cc1S(=O)(=O)N1CCC(n2c(C(F)(F)F)nc3cccnc32)CC1
i	CCc1ncc2c(n1)CN(C(=O)c1ccc(N3CCCC3=O)cc1)C2
i	CCOC(=O)c1cc2ccsc2n1CC(=O)Nc1ccccc1Cl
i	CCS(=O)(=O)Nc1nc2n(n1)C(c1ccc(Cl)cc1)C=C(c1ccc(Br)cc1)N2 (stereo unspecified)

FECH block	SMILES
i	Cc1ccccc1Cn1c(=O)c2cnc(-c3cccs3)nc2n(C)c1=O
i	CN(C)C1CCCN(C(=O)c2cccc(Oc3ccccc3)c2)CC1 (stereo unspecified)
i	COc1ccc(Nc2nc(SC)nc(-c3ccc(C)cc3)c2C#N)cc1Cl
i	CCN(Cc1ccncc1)C1CCCN(C(=O)c2ccn(C(C)(C)C)c2)C1 (stereo unspecified)
